MEP2 TOR yeast: yeast TOR pathway MEP2-GFP modulation; S. cerevisiae MEP2-GFP strain, flow cytometry GFP, 3 h; 100% = DMSO control level; GFP response vs DMSO, % at 10 µM; actives 0.51% (n = 330,000); AID 2016;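 active means GFP response versus DMSO above a set limit, roughly screen mean plus 3 SD, cut at about 180% in these data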;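 further: median GFP fluorescence of the barcode-gated MEP2-GFP cells per well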
CIT2-GFP yeast: alters CIT2-GFP fluorescence in TOR pathway yeast screen | GFP response vs DMSO, % at 10 µM | S. cerevisiae CIT2-GFP strain, flow cytometry, 3 h; 100 means same as DMSO wells | AID 2029 | actives 0.065% (n = 320,000);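 active means GFP response relative to DMSO above a set limit, near the screen mean plus 3 SD, cut at about 150% in these data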;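 further: ratio of well median GFP fluorescence to mean of DMSO wells on the plate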
AHR activator: human AHR activation; actives 2.5% (n = 320,000); activation, % at 5 µM; AID 2796; P35869; AHR-responsive luciferase reporter cells, luminescence; in the data active means activation above about 47%;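 further: 0% = vehicle wells and 100% = reference agonist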
Target sequence (P35869 whole entry, looked up): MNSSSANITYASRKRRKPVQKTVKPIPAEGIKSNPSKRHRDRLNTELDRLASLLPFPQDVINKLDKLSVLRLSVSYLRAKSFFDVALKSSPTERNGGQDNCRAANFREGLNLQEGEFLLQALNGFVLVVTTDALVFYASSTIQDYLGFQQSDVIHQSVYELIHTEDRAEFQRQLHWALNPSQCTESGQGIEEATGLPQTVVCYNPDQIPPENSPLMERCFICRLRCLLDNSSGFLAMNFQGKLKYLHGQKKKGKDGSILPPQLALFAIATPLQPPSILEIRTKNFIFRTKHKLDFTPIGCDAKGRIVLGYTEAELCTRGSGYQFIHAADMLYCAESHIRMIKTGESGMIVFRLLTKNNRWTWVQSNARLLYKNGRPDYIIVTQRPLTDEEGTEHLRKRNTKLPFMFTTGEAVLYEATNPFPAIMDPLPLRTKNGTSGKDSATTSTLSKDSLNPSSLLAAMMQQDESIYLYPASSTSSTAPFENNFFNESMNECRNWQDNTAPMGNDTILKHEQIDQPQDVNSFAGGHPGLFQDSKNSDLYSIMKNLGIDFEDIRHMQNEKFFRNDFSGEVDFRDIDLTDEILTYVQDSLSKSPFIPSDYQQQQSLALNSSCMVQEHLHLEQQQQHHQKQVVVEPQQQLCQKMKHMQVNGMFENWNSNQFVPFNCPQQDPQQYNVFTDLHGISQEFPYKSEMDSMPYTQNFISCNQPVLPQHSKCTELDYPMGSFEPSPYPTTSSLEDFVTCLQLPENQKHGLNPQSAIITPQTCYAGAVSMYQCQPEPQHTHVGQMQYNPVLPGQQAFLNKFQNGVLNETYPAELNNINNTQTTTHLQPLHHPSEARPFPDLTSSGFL
Efflux pump mplx: antifungal efflux pump inhibition, Nile Red retention; S. cerevisiae Candida pump triplex; actives 0.44% (n = 330,000); inhibition, % at 10 µM;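 active means plate passing quality check with inhibition over a set limit, or well fluorescence over plate mean plus 4 SD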;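 further: Nile Red retained in pooled yeast measured as flow cytometry median fluorescence; 0% = buffer negative control and 100% = Enniatin B positive control; higher means more Nile Red kept so more efflux inhibition; some compounds called inactive have numbers as strong as hits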
LAP4-GFP MLPCN: yeast TOR pathway LAP4-GFP modulation | S. cerevisiae LAP4-GFP multiplex, flow cytometry GFP, 3 h; median GFP as percent of DMSO wells | GFP response vs DMSO, % at 10 µM | actives 0.34% (n = 320,000);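 active means GFP response vs DMSO above a set limit, about the screen mean plus 3 SD, cut at about 150% in these data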
AGP1 TOR yeast: alters AGP1-GFP fluorescence in TOR pathway yeast screen. S. cerevisiae AGP1-GFP multiplex flow cytometry, 3 h; GFP as percent of DMSO wells. GFP response vs DMSO, % at 10 µM. actives 0.02% (n = 320,000);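 active means GFP response relative to DMSO above a set limit, near screen average plus 3 SD, cut at about 150% in these data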;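 further: median GFP channel fluorescence of the gated AGP1 strain per well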
RPL19A-GFP yeast: yeast TOR pathway RPL19A-GFP modulation; S. cerevisiae RPL19A-GFP strain, flow cytometry, 3 h; hits give low values; percent response vs DMSO, % at 10 µM; actives 0.3% (n = 330,000); AID 2025;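 active means percent response vs DMSO below 50%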;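 further: median channel GFP fluorescence of the barcoded RPL19A-GFP strain; ratio of sample median GFP to plate DMSO average so 100% = DMSO; lower means less RPL19A-GFP as with rapamycin TOR inhibition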
CR mimetic SO: caloric restriction mimetics inhibiting age-related superoxide in yeast; S. cerevisiae aged cells, superoxide DHE fluorescence; hits give low values; superoxide response (% of plate mean), % at 10 µM; actives 0.18% (n = 330,000); AID 2690;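 active means superoxide response under a set limit, about three screen SD below normal, cut at about 65% in these data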;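 further: yeast aged for seven days with compound at 30 °C before DHE staining; 100% = average MFI of all compound-treated wells on the plate with controls excluded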
* = called active by the depositor; · = not tested or not shown.

SMILES	MEP2 TOR yeast	CIT2-GFP yeast	AHR activator	Efflux pump mplx	LAP4-GFP MLPCN	AGP1 TOR yeast	RPL19A-GFP yeast	CR mimetic SO
COc1cc(CNc2nc(C)c([N+](=O)[O-])c(C)c2C#N)cc(OC)c1	103.1	98.9	7.7	0.0	97.8	109.2	100.5	98.5
Cc1ccccc1[C@@H]1C(C#N)=C(N)S[C@H]1C(=O)c1ccccc1	102.0	94.9	15.7	0.1	100.4	·	99.3	102.1
COCC(C)n1c(C)cc(C(=O)CSc2nnnn2-c2ccc(O)cc2)c1C (stereo not drawn)	96.1	100.8	12.2	0.0	96.7	107.3	94.8	98.0
Cc1ccc(N(CC(N)=O)C2SC(=O)N(Cc3cccc(C(=O)O)c3)C2=O)cc1 (stereo not drawn)	101.1	105.0	-0.8	0.1	104.1	102.2	102.2	96.6
N#CC(c1ccccc1O)N1N=C(c2ccccc2)CC1c1ccccc1 (stereo not drawn)	114.5	102.2	17.4	0.0	102.0	101.7	107.8	83.2
O=C(NCCCN1CCOCC1)c1ccc(CS(=O)(=O)c2c(Cl)cccc2Cl)o1	102.2	95.8	0.4	0.1	105.6	100.6	103.2	96.0
Cc1ccc(F)cc1NC(=O)c1ccc2c(c1)OCO2	99.6	96.7	7.6	0.2	105.3	94.4	98.6	91.0
CCCCNS(=O)(=O)c1ccc(S(=O)(=O)NCc2ccncc2)cc1	107.4	108.4	-1.8	0.2	99.9	110.4	97.8	83.7
O=C1CC(C(=O)O)S/C(=N\NC(=O)c2ccccc2)N1 (stereo not drawn)	100.9	93.9	-0.8	-0.1	103.6	97.8	92.9	106.5
Cc1c(C(=O)NCc2ccccn2)oc2ccc(S(=O)(=O)N3CCOCC3)cc12	95.5	92.9	-2.5	0.0	101.6	98.9	93.9	103.9
N#Cc1ccccc1OCC(=O)OCC(=O)NC1CC1	100.3	100.6	2.3	0.2	98.5	100.8	97.7	117.3
Cc1ccc(C)c(NC(=O)COC(=O)CCc2ccc(S(=O)(=O)N3CCOCC3)cc2)c1	101.6	102.0	1.3	-0.1	97.2	105.7	107.3	81.8
CCOc1ccc(N2C(=O)CC(SC(=NC)Nc3ccc4c(c3)OCO4)C2=O)cc1 (stereo not drawn)	101.2	95.8	2.1	-0.1	100.3	99.9	103.5	102.3
O=C(c1ccco1)N1CCN(Cc2c(F)cccc2Cl)CC1	111.3	107.0	1.1	0.0	98.9	107.1	105.5	96.0
CC(=O)N(C1CC(C)C(C#N)(C#N)C1(C#N)C#N)N(C)C (stereo not drawn)	106.1	106.0	-0.1	0.1	105.7	108.8	98.6	92.3
CCOC(CC(=O)NNC(=O)c1c(-c2c(Cl)cccc2Cl)noc1C)OCC	98.3	100.4	-2.5	-0.1	106.3	104.7	98.0	95.3
C=CCSc1n[nH]c2nc3c(c(=O)n12)C1(CCCC1)Cc1ccccc1-3	101.7	97.3	59.0*	0.1	95.8	99.4	98.8	103.7
COc1cc(CN2CCC(C(=O)NCCC(C)C)CC2)ccc1OCc1ccccc1	101.6	110.0	4.3	-0.1	91.3	102.5	109.1	108.1
COc1ccc(C2CC(=O)C(C=NCCCN3CCOCC3)=C(O)C2)cc1 (stereo not drawn)	105.8	94.3	-0.4	0.0	93.1	93.8	100.0	104.7
CC(=O)NC(Cc1c[nH]c2ccccc12)C(=O)NCc1ccco1 (stereo not drawn)	108.3	107.1	-4.7	0.0	103.5	105.9	106.9	81.3
Nc1cc(OC(=O)c2ccco2)nn1S(=O)(=O)c1ccc(F)cc1	99.9	99.2	4.2	0.0	94.1	103.3	104.5	88.7
CCCCC1(C(=O)OC)NC(c2ccc(O)cc2)C2C(=O)N(c3ccccc3)C(=O)C21 (stereo not drawn)	101.2	98.2	-0.5	-0.1	92.0	93.1	101.2	96.7
Cc1ccc(N(C)C(=O)C2CCCN2S(=O)(=O)c2cccc3nsnc23)cc1 (stereo not drawn)	102.8	92.6	0.8	0.0	96.9	101.5	98.8	93.7
COc1cc(NC(=O)c2ccc3c(SCC(=O)O)c4c(nc3c2)CCCC4)cc(OC)c1OC	107.6	102.8	-0.8	0.0	100.8	110.4	104.6	88.7
O=C(Nc1cccc(F)c1)c1cccnc1	109.9	98.6	·	0.0	95.0	95.7	103.5	100.6
NCCCCCC(=O)N/N=C/c1coc2ccccc2c1=O	94.8	89.2	8.0	0.1	112.5	93.8	95.6	92.7
O=c1c2ccccc2c(/C=N/c2ncn[nH]2)c(O)n1Cc1ccccc1	100.6	90.7	12.9	0.2	97.0	93.8	97.2	95.2
Cc1ccc(-n2c(SCC(=O)OC(C)C)nnc2-c2cnccn2)cc1	98.0	94.5	1.1	0.0	97.8	101.8	96.0	115.8
COc1ccc(C(=O)Nc2nc(CC(=O)NCc3ccc(F)cc3)cs2)cc1	99.6	97.7	3.0	-0.1	105.9	107.4	98.6	90.7
Cc1ccc(-n2nnnc2SCC(=O)c2c(N)n(C3CC3)c(=O)[nH]c2=O)c(C)c1	99.5	90.8	1.2	0.0	110.0	101.0	99.3	92.7
O=C(CNc1ccc(C(F)(F)F)cc1)Nc1cccc(S(=O)(=O)N2CCCC2)c1	100.6	103.8	6.2	-0.2	98.8	101.9	102.2	118.6
CCCCCOc1ccc(/C=C/C(=O)NCCc2nc3ccccc3[nH]2)cc1OC	112.0	106.9	0.4	0.3	92.9	99.1	105.2	94.0
Cc1ccc2c(c1)N(C(=O)CCC(=O)NCc1ccccc1)CC(C)O2 (stereo not drawn)	97.7	92.9	0.1	0.1	100.6	93.4	96.0	118.8
CC1=C(CC(=O)O)c2cc(F)ccc2/C1=C/c1ccc(S(C)=O)cc1 (stereo not drawn)	102.2	82.0	3.9	0.0	96.8	85.7	93.9	88.4
O=C(CS(=O)(=O)c1ccc(C(F)(F)F)cn1)NNC(=O)c1ccccc1	101.6	96.8	-0.7	0.0	112.9	102.2	99.4	104.7
COc1ccccc1/C=N/N1CCN(Cc2ccccc2Cl)CC1	104.4	104.8	0.2	-0.1	88.3	101.8	104.4	96.2
O=C(COC(=O)c1cccc(C(F)(F)F)c1)NC(=O)NC1CCCC1	97.7	83.6	-0.2	0.1	92.7	92.9	91.9	101.6
Cc1ccc(NC(=O)CSc2nnc(-c3cnccn3)n2Cc2ccco2)cc1C	96.7	99.8	4.6	0.2	95.0	108.0	97.8	123.5
CCCOc1ccc(CC(CC(=O)O)(C(=O)O)C(=O)O)cc1	102.1	101.5	-1.3	0.0	105.0	101.1	100.3	99.3
CCn1nc(C(=O)Nc2ccccc2C)c(Cl)c1Cl	98.0	98.2	90.3*	0.0	99.8	93.3	96.8	89.6

Entries of single compounds from above:
O=C(COC(=O)c1cccc(C(F)(F)F)c1)NC(=O)NC1CCCC1 is entered as MEP2 TOR yeast: 97.7; CIT2-GFP yeast: 83.6; AHR activator: -0.2; Efflux pump mplx: 0.1; LAP4-GFP MLPCN: 92.7; AGP1 TOR yeast: 92.9; RPL19A-GFP yeast: 91.9; CR mimetic SO: 101.6
Cc1ccc(-n2c(SCC(=O)OC(C)C)nnc2-c2cnccn2)cc1 is entered as MEP2 TOR yeast: 98.0; CIT2-GFP yeast: 94.5; AHR activator: 1.1; Efflux pump mplx: 0.0; LAP4-GFP MLPCN: 97.8; AGP1 TOR yeast: 101.8; RPL19A-GFP yeast: 96.0; CR mimetic SO: 115.8

Following part.
SMILES	MEP2 TOR yeast	CIT2-GFP yeast	AHR activator	Efflux pump mplx	LAP4-GFP MLPCN	AGP1 TOR yeast	RPL19A-GFP yeast	CR mimetic SO
Cc1cccc(NC(=O)c2nc(-c3ccccc3)n(-c3ccccc3)n2)c1C	94.5	92.7	7.7	0.0	85.0	88.3	90.3	124.9
CCc1ccc(N(C(=O)CNC(=O)c2ccco2)C(C(=O)NC2CCCC2)c2ccncc2)cc1 (stereo not drawn)	89.7	103.4	3.0	0.2	95.2	102.7	99.3	100.4
Cc1ccc(NC(=O)c2cccc(S(=O)(=O)N3CCCc4ccccc43)c2)nc1	91.0	77.1	4.0	0.3	116.1	93.0	92.5	97.2
CCc1nn(CC(=O)NCCC2=CCCCC2)c(=O)c2cc3cc(F)ccc3n12	100.7	95.5	2.4	-0.2	98.0	95.4	99.8	122.3
O=C(NC(Cc1ccccc1)C(=O)O)/C(=C/c1ccc(Cl)cc1)NC(=O)c1ccccc1 (stereo not drawn)	101.0	101.3	-2.9	0.1	92.2	101.3	108.1	96.2
Fc1ccc(Cc2nnc(-c3cccs3)o2)cc1	104.8	106.1	-2.9	0.1	106.8	102.1	100.9	98.5
Cc1nn(C(C)(C)C)c(OC(=O)c2ccco2)c1Sc1ccccc1	103.9	93.1	-1.4	0.0	98.8	97.8	99.0	83.3
Cc1cc(/C=C2\C(=N)N3N=C(c4ccco4)SC3=NC2=O)c(C)n1Cc1ccccc1	93.0	90.0	-0.7	0.3	112.6	101.0	96.4	112.2
COc1cc(C2C(C#N)=C(N)Oc3cc(C)oc(=O)c32)cc2c1OCO2 (stereo not drawn)	101.5	90.5	1.1	0.0	103.1	97.7	93.5	100.2
O=C1NC2(CCCC2)Oc2ccccc21	89.2	101.4	2.4	-0.2	89.2	95.4	96.2	96.3
CCOC(=O)N1CCN(C(=O)CCn2nc(-c3ccc(Cl)cc3)ccc2=O)CC1	107.5	99.5	3.0	0.0	103.4	92.2	98.0	98.2
O=C(CSc1nnc(CN2CCCC2)n1-c1ccccc1)c1ccc2c(c1)OCO2	102.8	102.5	2.4	0.7	92.2	103.8	97.7	101.9
O=C(c1cccc(NS(=O)(=O)c2ccc(Br)cc2)c1)N1CCCCC1	93.9	97.3	3.8	0.1	100.7	104.4	97.0	105.1
Cc1cc(Br)ccc1NC(=O)CCS(=O)(=O)c1cccc2nonc12	98.7	112.2	2.3	0.1	90.1	89.3	100.9	101.5
Cc1cc(Nc2ccc(C)c(F)c2)n2ncnc2n1	101.5	93.8	15.3	0.0	106.3	101.1	101.2	112.4
Cc1ccc(-c2ccc(CCC(=O)O)n2Cc2ccco2)cc1	93.8	·	2.1	0.1	98.8	88.6	100.0	112.2
CCN(CC)CCCNC(=O)c1sc2nc(-c3ccc(F)cc3)cn2c1C	84.9	79.1	1.4	0.2	90.9	92.8	91.2	158.2
COc1ccc(/C=C/C(=O)OCC(=O)NC2CCCCCCC2)cc1	104.7	92.2	-1.5	0.0	106.5	102.4	99.1	89.9
CCOC(=O)N1CCN(C(=O)c2ccc(Oc3ccc([N+](=O)[O-])cc3)cc2)CC1	102.4	96.0	0.2	0.0	103.2	98.9	99.0	98.6
Cc1cccc(C)c1Nc1nnc(SCc2nc3ccccc3c(=O)[nH]2)s1	97.1	98.7	68.8*	-0.2	91.3	98.7	105.5	99.1
CN(C)S(=O)(=O)c1ccc(-c2csc(N/N=C/c3ccc(O)cc3)n2)cc1	103.2	106.0	-7.1	0.0	108.0	103.0	107.2	102.4
O=C(c1ccccc1F)N1CCN(c2cnn(-c3cccc(Cl)c3)c(=O)c2Cl)CC1	101.9	103.1	0.2	0.2	101.3	104.3	101.3	106.7
Cc1ccc2nc(NC(=O)CSCC(=O)Nc3cc(C)on3)sc2c1	90.8	91.5	-7.7	-0.2	89.1	88.9	94.5	103.5

Structural class: the entries above with a nitro group on carbon (2)
SMILES	MEP2 TOR yeast	CIT2-GFP yeast	AHR activator	Efflux pump mplx	LAP4-GFP MLPCN	AGP1 TOR yeast	RPL19A-GFP yeast	CR mimetic SO
COc1cc(CNc2nc(C)c([N+](=O)[O-])c(C)c2C#N)cc(OC)c1	103.1	98.9	7.7	0.0	97.8	109.2	100.5	98.5
CCOC(=O)N1CCN(C(=O)c2ccc(Oc3ccc([N+](=O)[O-])cc3)cc2)CC1	102.4	96.0	0.2	0.0	103.2	98.9	99.0	98.6

Screening data: PubChem, several laboratories

Rows were taken by chance; 3.9% or so of the library scored in one or more.
